From PubChem
E-sel TNF inh = TNF alpha driven E-selectin expression inhibition | inhibition, % at 2 µM | HUVEC TNFa-induced E-selectin immunofluorescence, high content | 120,000 tested, 0.71% active;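 active = inhibition above the batch mean plus 3 SD, and confirmed as a hit on visual image review, cut at about 43% in these data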;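 also: 0% = TNF-stimulated DMSO wells and 100% = unstimulated control wells; not every result past the cut was called active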
MRP-1 activ = activators of MRP-1; 140,000 tested, 0.61% active; viability increase, % at 10 µM; H69AR cells + doxorubicin, viability rescue, CellTiter-Glo; AID 799;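 active = viability gain under doxorubicin at or above a set limit, the compound median plus 3 SD, cut at about 4.7% in these data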;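 also: MRP-1 overexpressing cells given doxorubicin 25 µM after compound pretreatment; 18-22 h compound pretreatment then 72 h with doxorubicin before readout; 0% = doxorubicin-only wells and 100% = vehicle-treated cells without doxorubicin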
NPY Y2 blocker = antagonists of human neuropeptide Y receptor Y2 | P49146 | NPY-Y2 expressing cells, antagonist mode | inhibition, % at 2.7 µM | 140,000 tested, 0.99% active; in the data active = inhibition above about 17%;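 also: 0% = vehicle with agonist challenge and 100% = reference antagonist with challenge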
Target sequence (P49146 whole entry, looked up): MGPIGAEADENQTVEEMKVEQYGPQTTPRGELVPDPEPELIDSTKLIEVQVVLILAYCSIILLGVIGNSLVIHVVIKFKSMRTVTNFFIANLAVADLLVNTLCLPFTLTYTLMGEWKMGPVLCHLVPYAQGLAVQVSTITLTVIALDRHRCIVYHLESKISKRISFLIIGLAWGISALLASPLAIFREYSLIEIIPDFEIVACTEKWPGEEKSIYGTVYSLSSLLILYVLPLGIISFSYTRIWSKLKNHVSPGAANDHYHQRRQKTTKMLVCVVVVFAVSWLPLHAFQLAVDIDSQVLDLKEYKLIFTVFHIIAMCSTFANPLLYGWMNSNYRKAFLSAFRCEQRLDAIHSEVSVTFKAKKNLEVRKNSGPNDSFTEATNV
GALR2 antag = blocks the human galanin receptor 2 | O43603 | GALR2-expressing cells, antagonist mode | inhibition, % at 4 µM | 140,000 tested, 0.39% active | AID 828; in the data active = inhibition above about 27%;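 also: cells stimulated with galanin 1-16 at roughly its EC80; 0% = agonist challenge control and 100% = basal control without agonist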
Target sequence (O43603 whole entry, looked up): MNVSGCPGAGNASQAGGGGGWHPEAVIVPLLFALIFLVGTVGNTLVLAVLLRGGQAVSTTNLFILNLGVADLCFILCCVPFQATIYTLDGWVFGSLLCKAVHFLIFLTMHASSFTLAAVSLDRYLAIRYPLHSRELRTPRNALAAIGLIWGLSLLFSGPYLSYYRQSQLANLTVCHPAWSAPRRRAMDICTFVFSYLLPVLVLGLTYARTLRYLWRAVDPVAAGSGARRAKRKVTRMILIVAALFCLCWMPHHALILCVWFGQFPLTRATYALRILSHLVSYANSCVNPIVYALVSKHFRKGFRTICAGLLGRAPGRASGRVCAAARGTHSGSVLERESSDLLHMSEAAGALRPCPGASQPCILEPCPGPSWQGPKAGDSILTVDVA
Phagocyt inh = macrophage phagocytosis inhibition; J774A.1 macrophage IgG-bead phagocytosis, imaging; 110,000 tested, 0.07% active; inhibition, % at 5 µM;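 active = inhibition above the mean of the plate negative controls plus 5 SD, cut at about 13% in these data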;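 also: phagocytic index as fraction of beads internalized from green versus red external bead signal; plate controls were DMSO negative control for no effect and cytochalasin-D positive control for full effect; some results beyond the cut were filed as inactive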
bCat KO growth = beta-catenin-lacking colon tumor cell growth suppression; HCT116 beta-catenin knockout viability, CellTiter-Glo, 60 h; hits give low values; viability, % at 10 µM; 140,000 tested, 1.5% active;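 active = viability at or under a set limit, the compound median less 4 SD, cut at about 6% in these data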;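 also: 0% = Hyamine 1622 control at 20 µM and 100% = untreated cell control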
Yeast lifespan up = extends the lifespan of yeast. S. cerevisiae growth with nicotinamide, OD615; deaD strain in restrictive glucose medium. inhibition of the nicotinamide effect, % at 10 µM. 130,000 tested, 0.68% active. AID 775;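 active = inhibition above a set limit, placed 3 SD over the median of all compounds, cut at about 26% in these data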;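 also: 0% = nicotinamide-treated wells and 100% = cells grown without nicotinamide; some compounds called inactive have numbers as strong as hits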
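assay system = DeaD-strain S. cerevisiae | buffer or medium = restrictive glucose medium | reagent = 1.5 mM nicotinamide | compound = 10 µM single point, 0.25% DMSO | incubation = 48 h compound exposure at 30 °C, humidified | signal = OD615 measurement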
Yeast growth inh = chemicals that inhibit yeast BB579 growth in restrictive medium (lifespan-shortening candidates); S. cerevisiae BB579 growth, OD615, 48 h; inhibition, % at 10 µM; 140,000 tested, 0.51% active;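 active = inhibition above a set limit, 3 SD over the mean compound inhibition, cut at about 44% in these data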; also: inactives centre near -24
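System: DeaD yeast strain BB579; buffer or medium: CSMM-D dextrose restrictive medium; technique: OD at 615 nm; schedule: 4 h cell preincubation, 48 h compound exposure, 30 °C humidified; doses: single 10 µM dose; controls: amphotericin B 10 µg/mL, positive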
PTEN del growth = PTEN-deleted cell growth suppression | viability, % at 10 µM | 140,000 tested, 1.2% active | HCT116 PTEN-null viability, CellTiter-Glo, 60 h; hits give low values | AID 827;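 active = viability at or below a set limit, 4 SD under the median of all tested compounds, cut at about 3.7% in these data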;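 also: PTEN knockout HCT116 line with beta catenin targeted HCT116 as companion control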
Measles CPE = protection of cells from measles virus; Measles virus-infected cells, CPE protection, absorbance; protection (pct of control), % at 4 µM; 140,000 tested, 1.5% active; AID 841; in the data active = protection mostly above about 24%, no sharp cut-off; inactive = mostly below about 26%; also: some compounds called inactive have numbers as strong as hits
Active calls of the source: *; nt = no result given.

No.	SMILES	MRP-1 activ	Measles CPE	PTEN del growth	GALR2 antag	NPY Y2 blocker	E-sel TNF inh	Yeast lifespan up	Phagocyt inh	Yeast growth inh	bCat KO growth
1	N#CC(c1ccccc1)c1ccc(C(=O)c2ccc(F)cc2)cc1 (stereo not given)	1.8	8.2	58.4	-3.8	9.1	10.9	-8.2	-2.0	-86.3	55.7
2	Cc1cc2ccccc2n1CCNC(=O)c1ccc(S(=O)(=O)N2CCOCC2)cc1	-4.1	2.5	103.5	5.4	-0.7	-17.3	-0.5	2.2	-27.5	91.0
3	CCOC(=O)C1(C)C=C(Nc2ccc(OCC)cc2)C(=O)N1c1ccccc1 (stereo not given)	-1.5	24.0	96.9	-16.0	2.6	-10.1	1.0	-5.3	-9.8	101.0
4	N#Cc1cccc(NC(=O)CN2NS(=O)(=O)c3ccccc3C2=O)c1	-0.9	13.1	101.6	5.0	0.4	-16.7	-18.3	0.1	-68.0	92.0
5	Cc1ccc(SCCC(=O)N2CCC(C(N)=O)CC2)cc1	0.6	nt	100.9	4.5	-2.8	44.2	1.2	-0.5	-50.9	99.1
6	Cc1ccc(-n2c(C)cc(C(=O)CSc3n[nH]c(N)n3)c2C)cc1	-1.4	8.4	60.5	3.0	1.6	nt	-13.8	nt	-30.9	48.4
7	Cc1nc2ccccn2c1/C(O)=C1\C(=O)C(=O)N(CCN2CCOCC2)C1c1cccnc1 (stereo not given)	-0.3	1.9	99.2	8.0	-0.7	10.8	-16.2	nt	8.8	100.6
8	Cc1ccc2nc(SCC(=O)Nc3ccc4c(c3)CCC4)[nH]c2c1	-1.0	5.0	87.5	1.2	1.2	-17.0	0.1	-1.4	-39.5	83.2
9	COCc1nnc(NC(=O)CSc2ccccc2)s1	-0.8	4.0	102.6	-2.0	-0.1	-6.8	-5.5	-1.6	-24.0	100.9
10	CCOC(=O)C1CCCN(c2c(NCCCN(C)c3ccccc3)c(=O)c2=O)C1 (stereo not given)	-1.3	4.8	103.8	-2.5	0.6	-8.9	-5.0	0.0	-3.3	105.1
11	Cc1ccc(OCCCCN(C)Cc2ccccc2)c(Br)c1	-4.5	4.0	72.5	1.9	17.8*	25.4	-5.0	-2.7	21.2	56.4
12	O=C(NCCCc1ccccc1)Nc1ccccc1	-0.4	5.3	84.6	2.8	0.8	-9.7	-6.7	2.1	-21.1	94.7
13	CC(NC(=O)c1ccco1)C(c1cccs1)N1CCN(c2ccccc2F)CC1 (stereo not given)	-2.1	16.6	66.9	7.4	6.1	-44.4	nt	nt	-12.4	79.7
14	CCOc1ccc(NC(=O)Cc2ccccc2)cc1	-1.1	6.7	85.3	1.9	-0.9	5.4	-4.5	-3.4	-10.0	82.4
15	O=c1c2ccccc2nc2n1CCCS2	-1.7	3.0	98.0	-0.7	1.6	nt	-5.6	-2.4	-27.6	88.7
16	CCOC(=O)c1cc(-c2ccccc2)n(CC(=O)Nc2cccc(OC)c2)c1C	-1.2	3.9	78.7	-2.3	4.8	9.6	0.7	nt	-25.3	85.4
17	Cc1c([N+](=O)[O-])ccc(S(=O)(=O)N2CCC(C(N)=O)CC2)c1C	0.2	6.5	98.5	4.3	2.3	0.3	-6.3	-1.7	-10.3	95.2
18	O=C(NCCCN1CCOCC1)c1ccc(-n2nc(C(F)(F)F)cc2-c2cccs2)cc1	-5.0	14.6	40.4	24.2	6.1	-18.1	-5.3	0.2	28.0	52.4
19	COc1ccc(CN2CCNC(=O)C2CC(=O)O)cc1OC (stereo not given)	0.5	34.0	95.1	2.1	1.1	16.5	-4.4	nt	-42.9	104.4
20	CC(C)C(c1nnnn1C(C)(C)C)N1CCOCC1 (stereo not given)	0.6	19.1	99.1	-9.3	0.2	5.0	2.1	-0.3	-51.0	98.5

(continued)
No.	SMILES	MRP-1 activ	Measles CPE	PTEN del growth	GALR2 antag	NPY Y2 blocker	E-sel TNF inh	Yeast lifespan up	Phagocyt inh	Yeast growth inh	bCat KO growth
21	CCn1c2ccccc2c2cc(NC(=O)c3cccc(OC)c3)ccc21	-1.0	9.2	48.5	11.4	-0.1	38.1	-15.2	-0.5	-106.9	62.7
22	COc1ccccc1-c1c(C)oc2cc(OCC(=O)OCc3ccccc3)ccc2c1=O	-1.0	5.5	104.2	6.5	0.2	23.1	0.2	nt	-18.7	93.5
23	CCOC(=O)Cn1nnnc1C(C(C)C)N(Cc1cc2c(C)cc(C)cc2[nH]c1=O)C1CCCC1 (stereo not given)	-4.4	13.3	83.6	0.5	4.2	-11.1	25.7	nt	-32.0	82.5
24	Cc1noc(C)c1CSCC(=O)OCC(=O)NC1CCCCC1	0.4	8.6	97.0	4.4	-1.8	nt	-4.1	-1.9	-33.0	98.6
25	Oc1ccc(C=Nc2ccc(N3CCOCC3)cc2)c(O)c1	-0.9	10.8	106.8	6.9	2.5	-49.7	-13.0	-2.8	-53.6	91.3
26	COc1ccc(S(=O)(=O)N2Cc3ccccc3CC2C(=O)O)cc1 (stereo not given)	0.4	7.9	104.9	15.2	1.9	nt	-6.9	0.6	-31.4	103.3
27	CCOC(=O)CSC1=C(C#N)C(c2sccc2C)C(C(C)=O)=C(C)N1 (stereo not given)	-2.7	6.1	81.7	-0.1	1.0	-0.6	-8.3	nt	-5.9	90.0
28	CC(C)(C)C1CCc2c(sc3c2C(=O)NC(c2ccco2)N3)C1 (stereo not given)	-2.8	5.4	68.2	-16.2	3.5	-16.6	2.3	nt	-41.5	69.8
29	Cc1c(Cl)cccc1-n1c(SCC(=O)NCc2cccs2)nnc1-c1ccncc1	-3.9	3.1	94.3	-7.2	-1.9	-8.9	-29.5	2.9	-10.1	98.2
30	Cc1oc(C(=O)O)cc1CSCc1cc(C(=O)O)c(C)o1	-1.4	5.8	104.7	8.7	-0.3	-6.0	-2.9	-3.7	-24.3	104.7
31	CN(C)c1nc(N2CCOCC2)nc(N(c2ccccc2)c2ccccc2)n1	-0.8	38.9	81.0	3.2	2.2	12.0	-8.2	-0.8	-77.0	83.7
32	COCCn1c(SCC(=O)NCc2ccco2)nc2cccnc21	-1.9	4.1	101.1	-1.3	2.3	3.4	-5.1	-0.2	-5.4	101.2
33	CC(C)(C)NS(=O)(=O)c1ccc(CCC(=O)O)cc1	0.5	11.1	101.8	-2.5	0.0	22.7	-6.7	-1.0	-13.2	98.5
34	O=C(NCCOC(=O)c1ccc(C(=O)OCCNC(=O)c2cccnc2)s1)c1cccnc1	-0.8	8.7	89.4	-1.7	-1.1	-10.5	-1.6	nt	-26.3	81.6
35	Cc1cccc(NC(=O)c2cc3ccccc3o2)c1	-3.2	5.9	83.3	2.5	11.2	-8.8	-10.5	nt	12.9	86.2
36	CCOC(=O)c1ccccc1NC(=O)CSc1nc(N)cc(N)n1	-1.5	14.0	93.5	2.5	-0.9	2.5	nt	nt	-12.2	81.2
37	CCn1c(COc2ccc(Cl)cc2)nnc1SC1CCc2ccccc2C1=O (stereo not given)	7.1*	8.8	66.3	0.1	5.6	nt	21.6	-4.6	-58.2	75.7
38	O=c1c2ccccc2nc(-c2ccco2)n1/N=C/c1ccccc1O	-3.0	4.2	91.2	-8.5	5.1	14.9	nt	nt	-35.9	89.2
39	COC(=O)CC1=NN(c2ccccc2)C(=O)/C1=C\c1ccc(OC)cc1	0.1	19.8	94.7	-0.9	-0.6	nt	52.7*	-9.7	-38.0	97.8
40	CCCn1nnnc1SCC(=O)Nc1ccc(F)cc1	0.0	3.9	96.2	-5.9	1.4	nt	-1.6	-0.6	-46.7	88.3

Results in sequence from the list:
bCat KO growth, nos. 29–39: 98.2, 104.7, 83.7, 101.2, 98.5, 81.6, 86.2, 81.2, 75.7, 89.2, 97.8
NPY Y2 blocker, nos. 29–39: -1.9, -0.3, 2.2, 2.3, 0.0, -1.1, 11.2, -0.9, 5.6, 5.1, -0.6

More entries
No.	SMILES	MRP-1 activ	Measles CPE	PTEN del growth	GALR2 antag	NPY Y2 blocker	E-sel TNF inh	Yeast lifespan up	Phagocyt inh	Yeast growth inh	bCat KO growth
41	Cc1ccc(C)c(Cn2c(=O)n(CCC(=O)NCc3ccco3)c(=O)c3ccccc32)c1	-5.2	5.0	57.9	2.1	5.9	-37.7	-15.2	-0.6	-28.6	63.0
42	CN(C)c1cccc(C(=O)OC(C(=O)Nc2ccc(Cl)cc2C(F)(F)F)c2ccccc2)c1 (stereo not given)	0.7	3.6	84.9	-7.0	0.4	nt	-0.5	-10.7	-22.4	75.4
43	O=C(c1ccc(Cl)c(Cl)c1)N1CCOCC1	-1.6	7.2	99.3	7.3	1.8	-15.7	-0.4	nt	-20.8	98.5
44	Cc1ccc(-n2nc(-c3cccnc3)cc2C(=O)N2CCOCC2)c(C)c1	-1.2	9.0	94.0	-7.1	3.2	17.4	-12.1	-0.7	-19.7	96.2
45	O=C(CSc1ccc(Cl)cc1)Nc1ncccn1	0.1	26.1	99.4	3.9	1.1	nt	-2.6	-6.2	-12.4	99.4
46	CN(C)S(=O)(=O)c1ccc(NC(=O)N2CCN(c3cccc(C(F)(F)F)c3)CC2)cc1	-4.4	19.5	28.7	19.6	-0.6	-41.4	-20.6	0.3	-15.5	42.9
47	COc1ccc(C2CC(c3ccccc3)Nc3ncnn32)cc1 (stereo not given)	-1.0	8.3	110.4	-3.6	1.4	nt	-9.4	-0.4	-3.4	90.8
48	CCOC(=O)C1CCN(S(=O)(=O)c2ccc(-c3nc4ccccc4s3)s2)CC1	-2.1	7.1	84.8	-12.4	3.3	-10.9	1.5	0.2	-34.4	91.9
49	Cc1cc(C)cc(OC(=O)CS(=O)c2ccc(C(F)(F)F)cc2[N+](=O)[O-])c1 (stereo not given)	-2.1	5.4	82.4	-6.9	1.7	28.1	23.5	-1.1	-22.5	98.2
50	COc1cc(/C=C/C(=O)c2ccc(C)cc2)ccc1OCC#N	-5.0	13.3	2.0*	-1.6	3.4	nt	8.6	-3.8	-0.8	5.6*
51	Cc1cc(=O)oc2ccc(OCC(=O)N3CCc4ccccc43)cc12	-2.6	1.1	69.0	9.2	-0.8	-0.1	-8.2	-0.9	-17.1	74.5
52	Cc1ccc(-c2nc(-c3cccnc3)no2)c(C)c1	-1.6	4.0	90.0	-2.9	2.4	33.4	-15.9	0.7	-61.4	87.9
53	N=C1c2ccccc2CN1NC(=O)CC12CC3CC(CC(C3)C1)C2	-3.1	5.3	95.8	0.2	7.7	14.8	3.7	2.2	-8.8	90.5
54	COc1ccc(CCn2c(C)c(C(C)=O)c3cc(OC(=O)c4ccco4)ccc32)cc1OC	-3.3	10.2	94.1	-30.6	12.4	0.6	-5.5	nt	-7.4	98.6
55	COc1ccc(Cl)c(NC(=O)Cn2nnc(-c3ccccc3N)n2)c1	-1.1	5.6	109.9	-4.5	-1.0	-7.1	-5.3	-0.7	-80.1	105.8
56	CCN1CCN(C(=O)c2cn(CCOC)c(=O)c3c2c2ccccc2n3C)CC1	-1.9	12.8	105.1	-2.9	1.6	13.2	-3.5	-0.2	-26.2	94.1
57	CCN(CC)C(=O)C(C)OC(=O)COc1ccc(Cl)cc1Cl (stereo not given)	-1.9	4.6	90.5	1.2	4.5	nt	1.5	2.4	-17.9	93.9
